PglD inh: inhibitors of Campylobacter jejuni PglD acetyltransferase | inhibition, % at 12.5 µM | 0.098% of 360,000 active | purified PglD enzyme, DTNB colorimetric CoA detection; in the data active = inhibition above about 16%, passing the limit was not always enough; inconclusive = no clear call, values can overlap the other calls; note: strong numbers were not always called active
S100A4 MyoIIA: inhibitors of human S100A4 binding to myosin IIA peptide | P26447 | S100A4/TAMRA-MyoIIA peptide fluorescence polarization | inhibition, % at 10.7 µM | 0.14% of 360,000 active;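 active = mean inhibition of at least 70% across replicates, with every replicate also reaching that level; inconclusive = mean inhibition reaches 70% but some replicates fall short; inactive = mean inhibition below 70%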
Target sequence (P26447 whole entry, looked up): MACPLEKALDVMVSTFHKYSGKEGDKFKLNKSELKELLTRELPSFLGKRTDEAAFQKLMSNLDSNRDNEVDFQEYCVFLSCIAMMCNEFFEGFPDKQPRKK
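Material: S100A4 monomer protein | Medium: HEPES pH 7.2 with CaCl2, KCl, NaCl, DTT, Triton | Reagent: Labelled myosin peptide probe, 5 nM | Doses: One dose per compound | Times: 5 min incubation before reading | Benchmarks: Neutral control DMSO, positive control TFP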
DENV2 CPE rescue: DENV2-induced cell death inhibition; DENV2-infected cells, cytopathic effect rescue, plate reader; 1.7% of 350,000 active; AID 651640; CPE inhibition, % at 9.99 µM; in the data active = CPE inhibition above about 20%, passing the limit was not always enough; inconclusive = no clear call, values can overlap the other calls; tested in BHK-21 cells;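 note: 0% = median of neutral control wells and 100% = median of positive control wells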
SIRT5 block: blocks human SIRT5 desuccinylation of peptide; AID 652115; Purified SirT5, succinyl-peptide AMC, trypsin-coupled fluorescence; Q9NXA8; 1.1% of 330,000 active; inhibition, % at 15 µM; in the data active = inhibition above about 15%; inconclusive = no clear call, values can overlap the other calls
Target sequence (Q9NXA8 whole entry, looked up): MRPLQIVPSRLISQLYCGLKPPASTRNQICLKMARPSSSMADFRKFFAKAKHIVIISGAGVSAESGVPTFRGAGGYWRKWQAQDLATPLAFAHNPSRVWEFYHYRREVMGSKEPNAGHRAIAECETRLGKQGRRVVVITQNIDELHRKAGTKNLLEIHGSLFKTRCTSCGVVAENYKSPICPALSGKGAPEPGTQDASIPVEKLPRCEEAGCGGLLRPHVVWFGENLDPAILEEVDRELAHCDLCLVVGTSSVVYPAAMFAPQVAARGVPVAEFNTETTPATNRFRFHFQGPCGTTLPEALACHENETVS
ERp5 block: inhibitors of human ERp5; Q15084; ERp5 insulin aggregation, absorbance 650 nm, 90 min; inhibition, % at 9.99 µM; 0.05% of 350,000 active; AID 651711;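 active = mean replicate inhibition above about 25%, with every replicate also reaching it, limit read from the data, passing the limit was not always enough; inconclusive = only one of those two criteria met; inactive = neither criterion met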
E-selectin induc: E-selectin induction on HUVECs. 0.37% of 260,000 active. P16581. HUVEC E-selectin immunofluorescence imaging; normalized: neutral wells 0, TNF-alpha wells 100. activation, % at 7.58 µM;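 active = mean E-selectin-positive cell signal at least 10% of the positive control, reached in at least 60% of replicates, without over 20% cell loss; inconclusive = no rule given, readout overlaps actives, possibly toxicity-flagged; inactive = the rest, including those meeting only one limit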;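 note: in these data hits start at about 27%; measured in HUVEC primary endothelial cells; signal is the percent of cells scored E-selectin positive by PE staining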
Target sequence (P16581 whole entry, looked up): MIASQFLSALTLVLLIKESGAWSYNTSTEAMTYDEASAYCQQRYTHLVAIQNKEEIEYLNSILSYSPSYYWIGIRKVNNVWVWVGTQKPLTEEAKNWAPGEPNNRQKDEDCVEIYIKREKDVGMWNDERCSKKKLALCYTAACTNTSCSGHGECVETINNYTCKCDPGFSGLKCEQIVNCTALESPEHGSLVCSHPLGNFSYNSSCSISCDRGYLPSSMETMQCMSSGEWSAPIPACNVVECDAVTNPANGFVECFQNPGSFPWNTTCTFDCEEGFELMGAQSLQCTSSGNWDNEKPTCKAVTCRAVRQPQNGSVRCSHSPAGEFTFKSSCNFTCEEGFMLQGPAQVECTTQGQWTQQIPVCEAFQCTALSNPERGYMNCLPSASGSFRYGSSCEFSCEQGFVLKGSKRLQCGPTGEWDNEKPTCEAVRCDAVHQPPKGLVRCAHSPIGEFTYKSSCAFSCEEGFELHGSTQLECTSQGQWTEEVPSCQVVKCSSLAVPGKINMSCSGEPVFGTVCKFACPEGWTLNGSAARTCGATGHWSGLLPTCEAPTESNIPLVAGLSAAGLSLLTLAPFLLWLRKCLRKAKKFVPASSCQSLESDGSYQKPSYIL
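Test system: HUVEC | Signal: Immunofluorescence imaging | Read-out: Percent E-selectin-positive cells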
C2C12 statin: suppressors of simvastatin-induced myotoxicity in C2C12 myotubes | AID 602340 | rescue of ATP level, % at 7.49 µM | 0.78% of 330,000 active | ATP luminescence, 48 h; scaled: DMSO 0, geranylgeraniol control 100;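 active = mean ATP rescue above about 67%, or every replicate alone reaching that limit, limit read from the data, passing the limit was not always enough; inconclusive = no clear call, values can overlap the other calls; inactive = mean under the limit and some replicate under it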;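 note: myotubes were challenged with 10 µM simvastatin during compound exposure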
Active calls of the source: *; ? = inconclusive; · = not tested or not shown. Only part of the results is shown, so the mix of outcomes need not match the whole.

1	Cc1cccc(Cn2c(O)c(N=NC(=S)Nc3ccccc3F)c3ccccc32)c1
2	CC(=O)c1c(C)[nH]c(C(=O)OCCOc2ccccc2)c1C
3	Cc1cc(NC(=O)CSc2nc3c(C)c(C)ccc3cc2C)no1
4	CCCC(=O)Nc1nnc(SCC(=O)N2C(C)CCCC2C)s1 (centres undefined)
5	Cc1cc2c(cc1S(=O)(=O)NCc1ccccc1Cl)OCCN2C
6	N#Cc1cccc(CS(=O)(=O)c2ccc(Cl)cc2)c1
assay / compound | 1 | 2 | 3 | 4 | 5 | 6
PglD inh | · | · | -1 | 6 | 2 | 1
S100A4 MyoIIA | -4 | -4 | -3 | -4 | -2 | 0
DENV2 CPE rescue | 10 | -3 | 4 | -4 | -9 | 3
SIRT5 block | -4 | -2 | 1 | -2 | -1 | 3
ERp5 block | -7 | 3 | -6 | 3 | 3 | -10
E-selectin induc | · | 0.6 | · | · | · | 1.7
C2C12 statin | · | · | 14 | -3 | 5 | -3

Brought forward from above: 2 compounds; new compounds follow.
5	Cc1cc2c(cc1S(=O)(=O)NCc1ccccc1Cl)OCCN2C
6	N#Cc1cccc(CS(=O)(=O)c2ccc(Cl)cc2)c1
7	CCOc1ccccc1NC(=O)CN(c1cc(C)cc(C)c1)S(=O)(=O)c1c(C)noc1C
8	CC(C)(C)N(Cc1ccccc1)C(=O)CN1C(=O)c2ccccc2S1(=O)=O
9	CCOC(=O)[C@]12CCCC=C1N(Cc1ccc3c(c1)OCO3)C(=O)[C@H](CC(=O)NCCC(C)C)C2
10	Cc1cccc(OCc2nnc(SCC(=O)Nc3cccc(C(=O)N4CCOCC4)c3)o2)c1C
11	Cc1ccc(-c2[nH]c3cc(C(=O)NCCCn4ccnc4)ccc3c(=O)c2O)cc1
12	COc1ccc(CN2C(=O)N(c3ccccc3)C(=O)C2CC(=O)Nc2ccccc2)cc1OC (centres undefined)
assay / compound | 5 | 6 | 7 | 8 | 9 | 10 | 11 | 12
PglD inh | 2 | 1 | -6 | -1 | · | 3 | -4 | ·
S100A4 MyoIIA | -2 | 0 | 4 | -22 | -1 | -5 | 0 | 3
DENV2 CPE rescue | -9 | 3 | ? | -5 | -6 | ? | -13 | 2
SIRT5 block | -1 | 3 | · | -5 | -4 | 1 | -2 | -2
ERp5 block | 3 | -10 | 4 | 1 | 0 | 0 | 1 | 1
E-selectin induc | · | 1.7 | · | 1.5 | · | 2.6 | · | 0.0
C2C12 statin | 5 | -3 | -3 | 6 | · | 10 | 4 | ·

Copied from the list:
Cc1ccc(-c2[nH]c3cc(C(=O)NCCCn4ccnc4)ccc3c(=O)c2O)cc1 in DENV2 CPE rescue reads -13
COc1ccc(CN2C(=O)N(c3ccccc3)C(=O)C2CC(=O)Nc2ccccc2)cc1OC (centres undefined) in E-selectin induc reads 0.0
CCOC(=O)[C@]12CCCC=C1N(Cc1ccc3c(c1)OCO3)C(=O)[C@H](CC(=O)NCCC(C)C)C2 in DENV2 CPE rescue reads -6
Cc1cccc(OCc2nnc(SCC(=O)Nc3cccc(C(=O)N4CCOCC4)c3)o2)c1C in ERp5 block reads 0

Further entries:
13	COc1ccccc1C(=O)Nc1ccc2c3c(cccc13)CC2
14	O=C(CC1CC1)N1CC2(C1)[C@@H](c1ccccc1)[C@@H](CO)N2C(=O)c1cnccn1
15	CCOP(=O)(OCC)c1nc(-c2ccc(Cl)cc2Cl)oc1N1CCCCC1
16	S=C(NCCc1ccccc1)NCC(c1ccco1)N1CCCCC1 (centres undefined)
17	COC(=O)c1cc(C(=O)OCC(=O)NC2CCS(=O)(=O)C2)cc([N+](=O)[O-])c1 (centres undefined)
18	Cc1cccc(C)c1NC(=O)CN(c1ccccn1)S(=O)(=O)c1ccccc1
assay / compound | 13 | 14 | 15 | 16 | 17 | 18
PglD inh | 2 | · | · | · | · | -5
S100A4 MyoIIA | 7 | 0 | 3 | -9 | -1 | -3
DENV2 CPE rescue | -3 | 32* | 0 | · | 13 | 1
SIRT5 block | 6 | -1 | 1 | 0 | -4 | -2
ERp5 block | 3 | 0 | -2 | -1 | 2 | 2
E-selectin induc | -0.2 | 1.1 | -1.1 | 2.7 | -2.8 | ·
C2C12 statin | -2 | · | · | · | · | 0

19	Cc1ccccc1-c1cnc2c(c1)C(=O)N([C@@H](C)CO)C[C@H](C)[C@H](CN(C)Cc1ccccc1F)O2
20	CS(=O)(=O)Nc1ccc2c(c1)[C@@H]1C[C@H](CC(=O)NC3CCCC3)O[C@@H](CO)[C@@H]1O2
21	COc1ccc(CN(C)C[C@@H]2OCCCC[C@@H](C)Oc3ccc(NS(=O)(=O)c4cccs4)cc3C(=O)N([C@H](C)CO)C[C@H]2C)cc1
22	Cn1c(SCC(=O)Nc2ccccc2F)nc2c(c1=O)SCC2
23	COc1ccc(S(=O)(=O)N(C)C[C@H]2OCCCC[C@@H](C)Oc3ccc(NC(=O)Nc4ccc5c(c4)OCO5)cc3C(=O)N([C@@H](C)CO)C[C@@H]2C)cc1
24	CNC(=O)C1Cc2c(-c3cccc(F)c3)ccnc2O1 (centres undefined)
assay / compound | 19 | 20 | 21 | 22 | 23 | 24
PglD inh | -2 | -2 | 0 | -3 | 1 | 9
S100A4 MyoIIA | 11 | -20 | -14 | -1 | -5 | -5
DENV2 CPE rescue | 0 | -2 | 7 | ? | 7 | 1
SIRT5 block | 0 | 5 | -7 | -2 | 4 | 7
ERp5 block | 1 | 6 | 6 | 0 | 9 | -2
E-selectin induc | -0.2 | -0.5 | -0.2 | -0.6 | 0.4 | -0.2
C2C12 statin | 6 | -2 | · | 8 | 14 | -2

25	Cc1ccc(NC(=O)CCNC(=O)c2ccc([N+](=O)[O-])cc2)cc1S(=O)(=O)N1CCOCC1
26	CNC[C@H]1Oc2ccc(NC(=O)Cc3ccccc3)cc2CC(=O)N([C@H](C)CO)C[C@H]1C
27	C[C@H]1CN([C@@H](C)CO)C(=O)Cc2cc(NC(=O)Nc3cccc4ccccc34)ccc2O[C@H]1CN(C)S(=O)(=O)c1cccs1
28	COc1cccc(S(=O)(=O)N[C@@H]2CC[C@H](CC(=O)NC3CCC3)O[C@H]2CO)c1
29	CNC[C@H]1OCCCC[C@@H](C)Oc2ccc(NC(=O)Nc3ccc(F)cc3)cc2C(=O)N([C@H](C)CO)C[C@H]1C
30	C[C@H](CO)N1C[C@H](C)[C@H](CN(C)S(=O)(=O)c2ccc3c(c2)OCCCO3)OCc2cn(nn2)CCCC1=O
assay / compound | 25 | 26 | 27 | 28 | 29 | 30
PglD inh | 2 | -3 | -4 | -2 | 2 | 4
S100A4 MyoIIA | 0 | -64 | · | 1 | -7 | -43
DENV2 CPE rescue | 2 | -9 | · | 1 | -8 | 5
SIRT5 block | -1 | -1 | · | -4 | 0 | -2
ERp5 block | 1 | -1 | · | -2 | 3 | 2
E-selectin induc | -0.8 | -0.1 | 13 | -0.4 | · | -0.2
C2C12 statin | -6 | 17 | 24 | 15 | 12 | -21

31	C[C@@H]1CCCCO[C@H](CN(C)C(=O)Nc2cccc3ccccc23)[C@H](C)CN([C@@H](C)CO)C(=O)c2cc(NC(=O)Nc3cccc4ccccc34)ccc2O1
32	O=C(NN=Cc1cc(Cl)ccc1[N+](=O)[O-])c1cccc2ccccc12
33	Cc1cc(NNC(=O)c2cccc(C(F)(F)F)c2)nc2c1c(C)nn2C
34	CC(C)(C)C(=O)Nc1cccc(-c2cc(-c3c(Cl)cccc3Cl)no2)c1
35	COc1cccc(C(=O)NCCS(=O)(=O)N(C)C2CCCCC2)c1
36	COc1ccc(C2CC(c3ccccc3)=NN2C(=O)COC(=O)c2cccc(N)c2)cc1 (centres undefined)
assay / compound | 31 | 32 | 33 | 34 | 35 | 36
PglD inh | -3 | · | · | -7 | -3 | 3
S100A4 MyoIIA | 3 | 1 | -3 | 2 | -3 | -3
DENV2 CPE rescue | -14 | -4 | -4 | 11 | -5 | -8
SIRT5 block | 2 | -2 | 2 | -2 | -5 | -4
ERp5 block | 0 | -4 | 4 | 2 | -3 | 1
E-selectin induc | 0.1 | -0.3 | · | 0.3 | 1.6 | ·
C2C12 statin | · | · | · | · | 1 | 22

37	CC(C)NC(=O)N(C)C[C@H]1Oc2ccc(NS(=O)(=O)c3ccc(F)cc3)cc2CC(=O)N([C@H](C)CO)C[C@@H]1C
38	CCN(CC)c1ccc2c(c1)C(=O)N(C)C2=O
39	COc1cc(NC(=O)Cn2nc(C(F)(F)F)c(Br)c2C)cc([N+](=O)[O-])c1
40	CC(C)(C)NC(=O)C(c1ccccc1)n1c(-c2ccc(-c3ccccc3)cc2)nc2ccccc21 (centres undefined)
41	Cc1ccc([N+](=O)[O-])cc1S(=O)(=O)Nc1ccc(OCC(=O)N2CCOCC2)cc1
42	CC(C)CCN1C(=O)c2cccc3c(N)ccc(c23)C1=O
assay / compound | 37 | 38 | 39 | 40 | 41 | 42
PglD inh | 2 | -9 | -7 | · | -2 | -8
S100A4 MyoIIA | 5 | -2 | 4 | 3 | -2 | 1
DENV2 CPE rescue | ? | · | -1 | 5 | -3 | 5
SIRT5 block | 0 | 4 | -3 | -1 | 2 | 2
ERp5 block | -3 | -1 | 7 | -6 | 1 | 1
E-selectin induc | 0.0 | · | -1.0 | 0.7 | 0.0 | 26*
C2C12 statin | 6 | 3 | · | · | -1 | ·

43	Cc1ccc(C(=O)Nc2cccc(C(F)(F)F)c2)cc1NC(=O)c1c[nH]c2cc(C(F)(F)F)ccc2c1=O
44	C[C@@H]1CN([C@@H](C)CO)C(=O)Cc2cc(NS(C)(=O)=O)ccc2O[C@H]1CN(C)S(=O)(=O)c1ccc(Cl)cc1
45	COc1ccc(NC(C)=O)cc1S(=O)(=O)N1CCN(C/C=C/c2ccccc2)CC1
46	COc1cc(C(=O)Nc2cccc(C)c2C)ccc1OCC(=O)N1CCOCC1
47	O=S(=O)(c1ccccc1)N1CCN(c2nnc(-c3ccccc3)c3ccccc23)CC1
48	CC(=O)N1CCCc2cc(S(=O)(=O)Nc3cccc(C)c3C)ccc21
assay / compound | 43 | 44 | 45 | 46 | 47 | 48
PglD inh | 1 | -4 | · | 2 | 6 | 11
S100A4 MyoIIA | 1 | -17 | 1 | 3 | 2 | -1
DENV2 CPE rescue | · | 1 | -5 | 1 | 4 | -2
SIRT5 block | -4 | -8 | · | -5 | -1 | -4
ERp5 block | 2 | 5 | 4 | -4 | 0 | 3
E-selectin induc | 0.3 | -8.5 | 1.4 | -0.1 | 5.7 | ·
C2C12 statin | 5 | 21 | 1 | -9 | 24 | -1

49	Cc1c(C(=O)N2CCCCC2)c(S(=O)(=O)NCCc2ccccc2)c(C)n1C
50	C/C=C/c1ccc([C@@H]2[C@H](CO)N[C@@H]2CN(C)S(=O)(=O)c2ccccc2)cc1
51	O=C(Nc1ccc2c(c1)OCO2)c1cc(C2CCCN(C(=O)C3CCCCC3)C2)on1 (centres undefined)
52	C[C@@H]1CN([C@@H](C)CO)C(=O)c2cccc(NS(C)(=O)=O)c2O[C@H]1CN(C)Cc1ccc(C(=O)Nc2ccccc2N)cc1
53	COc1ccc(CNC(=O)CN(C(=O)CCC(=O)Nc2nccs2)c2ccccc2C)cc1
54	CCOc1ccccc1N1CCN(C(=S)NC(=O)C23CC4CC(CC(C4)C2)C3)CC1
55	Cn1cc(C(=O)NS(=O)(=O)Nc2ccc(Br)cc2)c2ccccc21
56	COc1ccc(N2CCN(CC(O)COc3ccc([N+](=O)[O-])cc3)CC2)cc1 (centres undefined)
57	CC(C)c1onc(C(=O)NCCc2ccccc2)c1[N+](=O)[O-]
assay / compound | 49 | 50 | 51 | 52 | 53 | 54 | 55 | 56 | 57
PglD inh | 4 | 0 | 1 | · | -1 | · | 4 | · | ·
S100A4 MyoIIA | -1 | · | -3 | -30 | -3 | 4 | -9 | 2 | 2
DENV2 CPE rescue | -9 | 8 | 4 | -5 | -1 | -9 | -2 | -1 | -2
SIRT5 block | -2 | · | 5 | -2 | 1 | · | -5 | -1 | 0
ERp5 block | -15 | · | 5 | 23 | 2 | -1 | 4 | 2 | -1
E-selectin induc | · | -0.1 | · | · | · | · | 1.6 | · | ·
C2C12 statin | 19 | -25 | 6 | · | -9 | · | 7 | · | ·

Screens: PubChem BioAssay, Broad Institute
